Source: PubChem BioAssay
ATG4B inh – ATG4B (human) cysteine protease inhibition; ATG4B cleavage of LC3-PLA2, NBD-HPC fluorescence, 1 h; inhibition, % at 8.33 µM; hit rate 0.51% among 340,000; AID 504462; in the data active = inhibition above about 40%
hIAP act – human IAP activation | hit rate 0.16% among 330,000 | P09923 | AID 2524 | purified human IAP, CDP-Star luminescence, 30 min; active compounds read high; 1 = vehicle-only enzyme, 0 = enzyme-free background | activation factor at 10 µM;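 active = activation factor of the enzyme at least 2-fold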; note: the source names both 10 and 20 µM as test concentration; values of inactives mirror those of a sister screen read the other way
SENP6 block – inhibitors of human SENP6 protease | Recombinant SENP6 catalytic domain, aminoluciferin luminescence | hit rate 1.8% among 330,000 | inhibition, % at 10 µM;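 active = inhibition above about 50% at the single tested dose, limit read from the data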;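 note: plate controls were DMSO wells with enzyme for no effect and DMSO wells lacking enzyme for full effect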
Target sequence (Q9GZR1 628-1112 limits assumed): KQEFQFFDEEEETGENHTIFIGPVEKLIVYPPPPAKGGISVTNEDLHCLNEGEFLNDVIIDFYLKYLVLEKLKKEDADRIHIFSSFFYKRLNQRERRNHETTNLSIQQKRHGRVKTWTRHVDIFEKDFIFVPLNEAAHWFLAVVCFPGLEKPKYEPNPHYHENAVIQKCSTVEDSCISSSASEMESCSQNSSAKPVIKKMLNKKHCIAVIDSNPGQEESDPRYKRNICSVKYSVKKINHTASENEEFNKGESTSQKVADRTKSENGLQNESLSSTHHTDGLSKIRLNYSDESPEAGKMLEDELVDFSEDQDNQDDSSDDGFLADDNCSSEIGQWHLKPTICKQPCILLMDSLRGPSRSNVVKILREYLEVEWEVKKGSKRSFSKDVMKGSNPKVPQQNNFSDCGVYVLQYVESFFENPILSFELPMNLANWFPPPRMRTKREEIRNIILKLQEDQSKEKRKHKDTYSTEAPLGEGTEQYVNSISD
MPTP block – permeability transition pore inhibition; isolated mouse mitochondria, Ca2+ swelling absorbance, 30 min; inhibition, % at 10 µM; hit rate 1.4% among 360,000; AID 602449;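 active = inhibition of 50% or more, scaled per plate between neutral and stimulator controls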;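 note: 0% = DMSO wells given calcium and 100% = 1 mM EGTA wells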
SENP8 block – SENP8 (human) protease inhibition; AID 602440; inhibition, % at 20 µM; Q96LD8; hit rate 0.64% among 360,000; recombinant SENP8, Nedd8 substrate fluorescence; in the data active = inhibition mostly above about 40%, no sharp cut-off; inactive = mostly below about 27%
Target sequence (Q96LD8 whole entry, looked up): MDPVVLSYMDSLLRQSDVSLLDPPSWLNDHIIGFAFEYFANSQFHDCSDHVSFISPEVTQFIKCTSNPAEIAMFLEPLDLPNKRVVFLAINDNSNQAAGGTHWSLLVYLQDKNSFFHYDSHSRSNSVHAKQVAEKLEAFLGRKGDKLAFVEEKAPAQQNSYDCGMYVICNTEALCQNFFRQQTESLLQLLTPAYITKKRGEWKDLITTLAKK
PfG6PD inh – PfG6PD (Plasmodium falciparum) enzyme inhibition | PfGluPho enzyme, NADPH resazurin-diaphorase fluorescence | inhibition, % at 20 µM | hit rate 0.78% among 350,000;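 active = inhibition reaching at least a set limit at 20 µM in the primary screen, cut at about 59% in these data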;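 note: 0% = DMSO wells with substrate and 100% = DMSO wells lacking glucose-6-phosphate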
SENP1 FRET inh – inhibitors of human SENP1 SUMO protease catalytic domain; inhibition, % at 10 µM; hit rate 0.21% among 360,000; recombinant SENP1 catalytic domain, CyPet-SUMO1-YPet FRET cleavage;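 active = inhibition at least 30% at 10 µM, raw YFP signal under a set limit, fluorescence ratio 0.5 to 1.5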;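 note: 0% = enzyme with DMSO and 100% = no enzyme wells; some results filed as inactive read as strong as hits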
Target sequence (Q9P0U3 419-644 limits assumed): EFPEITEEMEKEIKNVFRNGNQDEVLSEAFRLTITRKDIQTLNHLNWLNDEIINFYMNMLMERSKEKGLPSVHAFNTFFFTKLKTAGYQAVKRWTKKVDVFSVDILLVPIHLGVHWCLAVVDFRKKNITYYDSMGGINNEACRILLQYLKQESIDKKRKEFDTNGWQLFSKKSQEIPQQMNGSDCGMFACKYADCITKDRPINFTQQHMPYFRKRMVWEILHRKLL
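system = hSENP1 catalytic domain, recombinant | reagent = SFCypet-SUMO1-SFYpet substrate at 25 nM | doses = one dose per compound, 10 µM, 0.5% DMSO | incubation = enzyme reaction for 50 min at room temperature, dark | measured by = FRET, CFP and YFP emission | controls = no-enzyme low, enzyme-DMSO high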
GRIN3A LBD mod – modulators (binders) of human NR3A ligand-binding domain. NR3A LBD differential scanning fluorimetry, Tm shift; 0% = protein alone, 100% = glycine-bound protein. Tm shift relative to glycine control, % at 25 µM. hit rate 2.5% among 340,000;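 active = melting temperature shift of at least 10% of the positive control shift, at one fixed dose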
Numbers without * were called inactive; · = not tested or not shown.

SMILES	ATG4B inh	hIAP act	SENP6 block	MPTP block	SENP8 block	PfG6PD inh	SENP1 FRET inh	GRIN3A LBD mod
Cc1ccc(N(Cc2cc(=O)[nH]c3ccccc23)C(=O)C(C)C)cc1	2	0.96	9	0.3	14	-12	1	-1
CC(=O)CCc1c(C)c2cccc(C)c2[nH]c1=O	0	1.1	0	-1.5	-20	13	-1	-4
O=C(CSc1ccccc1)NCc1ccco1	-6	1.1	8	-2.6	12	25	-2	0
NC(=NCCc1ccc(Cl)cc1)NS(=O)(=O)c1ccccc1	-10	1.1	18	1.4	12	-12	2	1
COc1cccc(CN2CC(C(=O)NCc3cnn(C)c3)CCC2=O)c1 (configuration not stated)	4	1	-1	-1.5	1	16	2	-1
O=C(CSc1nnnn1-c1ccccc1)N1CCc2ccccc2C1	13	0.97	8	0.8	26	7	-2	0
O=C(CN1CCN(c2ccc(F)cc2)CC1)Nc1ccccc1C(=O)NCCc1ccccc1	-1	1.1	-4	0.6	5	22	0	-5
COc1ccc2c(c1)-c1nc(/N=C/c3c(O)ccc4ccccc34)sc1CC2	-8	·	·	1.4	-304	43	-44	-1
Cc1cccc(Nc2ccc(NCc3ccccc3)nn2)c1	8	0.86	-9	1.6	-28	-14	-4	-3
CCOc1ccc(-n2c(N)c(C(=O)NCc3ccco3)c3nc4ccccc4nc32)cc1	-5	0.78	4	0.2	-470	16	-33	-5
Cc1ccc(-c2nc(CN(C)C3CCOCC3)c(C)o2)s1	11	1.1	-16	0.7	-98	-15	-19	-1
S=c1[nH]nc(-c2ccccn2)n1/N=C/c1cccs1	-4	1	-14	4.2	8	13	2	1

Compound profiles, as listed above. Screens in order: ATG4B inh	hIAP act	SENP6 block	MPTP block	SENP8 block	PfG6PD inh	SENP1 FRET inh	GRIN3A LBD mod
CC(=O)CCc1c(C)c2cccc(C)c2[nH]c1=O in the list: 0	1.1	0	-1.5	-20	13	-1	-4
Cc1ccc(N(Cc2cc(=O)[nH]c3ccccc23)C(=O)C(C)C)cc1 in the list: 2	0.96	9	0.3	14	-12	1	-1

More records
SMILES	ATG4B inh	hIAP act	SENP6 block	MPTP block	SENP8 block	PfG6PD inh	SENP1 FRET inh	GRIN3A LBD mod
CCCS(=O)(=O)N1CCCC(C(=O)N2CCN(c3ccccn3)CC2)C1 (configuration not stated)	-4	1	16	-2.9	-13	-19	1	0
C[C@@H]1CN([C@@H](C)CO)C(=O)c2cc(NS(C)(=O)=O)ccc2O[C@@H]1CN(C)Cc1ccc(C(F)(F)F)cc1	4	·	·	-1.5	0	16	0	4
C=CCn1c(COc2ccccc2OC)nc2ccccc21	-3	1	-8	-1.8	14	8	1	0
Cc1oc(-c2ccc(C(F)(F)F)cc2)nc1CN(Cc1ccccn1)C[C@@H]1CCC(=O)N1	4	0.96	2	-0.2	-13	-12	-10	0
CS(=O)(=O)Nc1ccc2c3c(cccc13)CC2	-4	0.99	-3	1.3	-19	15	7	0
COc1cc(/C=N/NC(=S)Nc2cccnc2)cc(OC)c1OC	-1	1	1	-1.9	-9	-5	2	0
CCn1c(=O)n(CC)c2cc(N3CCCC3)c(NC(=O)c3ccccc3)cc21	2	0.67	15	-0.7	-41	45	-6	-6
O=C(CCS(=O)(=O)c1ccccc1)Nc1ncc([N+](=O)[O-])s1	-3	1	0	-2.2	11	-7	-9	-4
CCOc1ccc(N(C(=O)Nc2ccccc2)C2=NCCC2)cc1	-5	1	-26	1.3	14	9	3	0
S=C(Nc1ccc(Nc2ccccc2)cc1)NC1CCCCCC1	12	1	-22	63*	4	17	1	9
Cc1ccc(-c2noc(CCC(=O)NCc3ccc4c(c3)OCO4)n2)cc1	4	1.2	-2	1.0	21	8	1	9
COc1ccccc1CNC(=O)c1ccc(S(=O)(=O)N(C)C)cc1	3	0.92	1	-0.6	17	3	3	1
O=C(c1ccc(Cl)cc1)N1CCN(C(=O)C2CCCCC2)CC1	2	1	-15	0.2	10	-7	2	0
CC1NC(C)(C)Cc2c1ccc1ccccc21 (configuration not stated)	8	0.92	-10	0.8	25	-16	1	-2
Cc1nnc(SCC(=O)Nc2cccc(N)c2)n1-c1ccccc1	1	1.2	15	-0.4	10	-2	-1	-2
CC(C)OC(=O)Cn1nnc2c(cnn2-c2ccccc2)c1=O	0	1.1	-8	-0.6	-183	0	1	-1
CN(C)c1ccc(P(=O)(OC2CCCCC2)C(O)c2ccccn2)cc1 (configuration not stated)	5	0.81	3	2.2	14	9	0	0
C=CCN1C(=O)CC(C(=O)NC)SC1=Nc1ccc(C(=O)OCC)cc1 (configuration not stated)	4	1	7	-1.6	25	3	3	5
Cc1ccc(-n2c([C@@H]3C[C@H]3c3ccccc3)n[nH]c2=S)cc1	5	1.1	-9	1.5	26	37	-2	-1
Cc1cc(-c2ccc(C)c(S(=O)(=O)NCc3ccc(OC(C)C)cc3)c2)on1	-9	0.85	-11	-0.1	-4	15	0	-5
Cc1cc(=O)n2[nH]c(=O)c(N=Nc3ccccc3)c2[nH]1	-5	1.5	36	-2.8	40	-18	3	0
COc1ccc(CC2(CO)CCN(Cc3cnn(C)c3C)CC2)cc1	-3	1	5	-0.2	-3	-2	0	-1
O=C(COC(=O)CSc1nnc(-c2ccc(Cl)cc2)o1)Nc1cc(Cl)cc(Cl)c1	-8	1.2	-4	8.9	9	0	1	19*
O=[N+]([O-])c1cccc(COc2ccccc2CN2CCCCC2)c1	-2	·	·	1.6	6	4	-3	-1
COc1cccc(NC(=O)c2ccc3c(c2)N(CC(=O)N2CCOCC2)C(=O)C(C)(C)O3)c1	-12	1.1	16	-0.7	-2	16	1	1
CN(Cc1cccc(C(F)(F)F)c1)Cc1nc(-c2cnccn2)no1	3	0.96	-2	-0.9	6	-11	0	-2
CCCCc1nc(NCCNC(=O)c2ccco2)c(C#N)c2c1CSC(C)(C)C2	6	0.89	14	·	·	32	·	-9
COC(/C=C/Nc1ccc(C)cc1)=C(C#N)C#N	-3	0.83	-15	-1.0	-2	4	0	-1
O=C(CSC1CN(C(c2ccccc2)c2ccccc2)C1)N/N=C/c1ccccc1	-4	0.91	1	5.9	13	6	2	-4
CC(=O)Nc1ccc(S(=O)(=O)NCC(=O)OCC(=O)NCc2ccc3c(c2)OCO3)cc1	7	1.1	0	-4.5	4	-7	2	-1
CCN(CC)c1ccc(S(=O)(=O)N2CCOCC2)cc1NC(=O)COC(=O)/C=C/c1ccc(O)c(OC)c1	-24	·	·	0.5	-374	19	-139	-6
O=C(N1CCOCC1)N1CCN(S(=O)(=O)c2ccc(Cl)cc2)CC1	5	1.2	-2	0.1	-6	-8	-1	0
CCNC(=S)N1CCn2cccc2C1c1ccc(F)cc1 (configuration not stated)	-5	1.1	-11	0.3	0	23	1	-1
COc1cccc(CN2CC(C(=O)NC3CCC3)CCC2=O)c1 (configuration not stated)	-2	1.1	-13	-0.9	4	-1	0	0
O=C(CCSCc1cccc(F)c1)NCc1ccc(F)cc1	3	1.2	-3	0.1	15	0	0	-1
CC(C)(C)Cc1c(-c2ccc(Br)cc2)nc2ccc(Br)cn12	·	·	·	2.3	-21	27	-2	·
CCC(=O)NC(=Nc1nc2ccccc2s1)NC(=O)CC	1	1.1	7	12	30	-1	2	0
CC(C)OC(=O)CSc1nnc(C2CCCCC2)n1N	-17	0.89	2	1.5	18	14	0	0
COc1ccc(CNC(=O)CN2C(=O)c3ccccc3S2(=O)=O)cc1	-1	·	·	-1.5	-5	11	-4	1
Cc1ccc(NC2OC(CO)C(O)C(O)C2O)cc1 (configuration not stated)	-12	1	-4	0.2	-4	2	-3	-4
CC1CN(C(=O)COC(=O)c2cnc(Cl)c(Cl)c2)CC(C)O1 (configuration not stated)	-1	0.97	7	-0.5	12	3	0	2
COc1cccc(OC)c1OCCCCN1CCCCC1	2	1.3	8	-1.0	7	18	-1	0
CCOC(=O)Cn1c(=O)oc2cc(S(=O)(=O)NC(C)c3ccccc3)ccc21 (configuration not stated)	-9	0.92	1	0.2	25	-1	4	0
O=C(O)c1ccccc1NC(=O)N1CCOCC1	3	1.1	3	0.3	-255	24	2	0
CCCCN1C(=O)C(=O)N(CC(=O)N2CCc3ccccc32)C1=O	-3	1.2	-6	-0.5	13	6	-1	-1
CC[C@]12c3[nH]c4ccc(OC)cc4c3CCN1C(=O)C(CC(=O)NCC13CC4CC(CC(C4)C1)C3)C[C@@H]2C(=O)N1CCN(C(=O)c2ccco2)CC1 (some centres not stated)	-17	·	·	-0.3	13	19	0	1
O=C(Nc1nc(-c2ccccc2)cs1)C1CCCN(S(=O)(=O)c2cccc([N+](=O)[O-])c2)C1 (configuration not stated)	-19	1	-3	4.4	19	9	0	-12
CN(C)C(=O)[C@@H]1C[C@H]1[C@@H](NC(=O)OCc1ccccc1)c1ccccc1	-2	0.98	1	0.5	6	-4	0	-1
COc1ccccc1N1CCN(C(=O)c2cc(C)on2)CC1	-3	1.2	7	-3.3	1	-17	3	-2
O=C(CNS(=O)(=O)c1c(F)cc(F)cc1Br)OCC(=O)N1CCCC1=O	2	1.2	-3	0.5	4	-15	1	0
Cc1cccc(NC(=O)CSc2nnc(-c3ccco3)c(-c3ccco3)n2)c1C	17	0.96	20	0.5	30	61*	9	-8
O=C(NCC1CCCCC1)c1cc2ccccc2cc1O	19	1.2	1	59*	-71	-3	-31	8
COc1cccc(CCN2CCC(CNS(=O)(=O)c3cc(-c4cc(C)no4)ccc3OC)CC2)c1	-14	1.1	-2	3.5	13	5	-2	-2
COc1ccccc1NC(=O)CSc1nnnn1-c1ccc(C)cc1	-11	0.99	-4	2.2	23	-4	1	2
COc1ccccc1/C=C1\SC(=S)N(CCC(=O)Nc2nnc(C)s2)C1=O	-12	1	-13	1.9	15	-12	2	-1
CCOC(=O)C1=C(CS(=O)(=O)c2ccc(F)cc2)NC(=O)NC1c1ccc(O)c(O)c1 (configuration not stated)	1	0.88	3	0.8	14	-16	2	1
CN(C)S(=O)(=O)c1ccc(F)c(C(=O)Nc2ccccc2C(=O)NC2CC2)c1	1	1	-8	1.0	-2	-14	-2	1
CCN(c1ccc(NC(=O)COC(=O)c2ccc3ccccc3n2)cc1)C(C)C	-2	0.87	-2	-1.5	2	13	1	-8
CCOCCCNC(=O)c1c[nH]c2cc(C)ccc2c1=O	5	1.1	8	-0.1	6	-12	-2	2
Cc1onc(-c2ccccc2)c1CNC(=O)Nc1ccc(F)cc1F	5	1.2	-7	7.5	11	6	2	2

Arranged by length of the SMILES (smallest number first): part of the list above.
SMILES	ATG4B inh	hIAP act	SENP6 block	MPTP block	SENP8 block	PfG6PD inh	SENP1 FRET inh	GRIN3A LBD mod
CCOCCCNC(=O)c1c[nH]c2cc(C)ccc2c1=O	5	1.1	8	-0.1	6	-12	-2	2
COc1ccccc1NC(=O)CSc1nnnn1-c1ccc(C)cc1	-11	0.99	-4	2.2	23	-4	1	2
COc1ccccc1/C=C1\SC(=S)N(CCC(=O)Nc2nnc(C)s2)C1=O	-12	1	-13	1.9	15	-12	2	-1
COc1cccc(CCN2CCC(CNS(=O)(=O)c3cc(-c4cc(C)no4)ccc3OC)CC2)c1	-14	1.1	-2	3.5	13	5	-2	-2

(listing goes on)
SMILES	ATG4B inh	hIAP act	SENP6 block	MPTP block	SENP8 block	PfG6PD inh	SENP1 FRET inh	GRIN3A LBD mod
O=C(Nc1ncccn1)c1ccc(C(F)(F)F)cc1	-4	1.1	18	11	6	1	0	2
CC(OC(=O)c1nn(C)c(=O)c2ccccc12)C(=O)NCc1ccc2c(c1)OCO2 (configuration not stated)	5	1	18	-1.7	31	-4	-1	-4
CCN(CC)S(=O)(=O)c1ccc(S(=O)(=O)Nc2ccc(C(=O)N3CCCC3)cc2)cc1	-3	0.93	-7	0.2	10	-42	2	4
O=[N+]([O-])c1ccc(N/N=C/c2sc(N3CCOCC3)nc2-c2ccccc2)c(S(=O)(=O)Nc2ccccc2Cl)c1	62*	·	·	91*	46*	-12	35	7
O=S(=O)(N1CCCCC1)N1CCNCC1	-4	0.93	-34	1.7	16	-3	3	0
CC(C)c1ccc(OCC(=O)NCCO)cc1	-9	0.95	-22	0.9	5	-8	1	-3
CCCCCC(=O)N1C[C@@H](O)[C@H](n2cc(-c3ccc(F)cc3)nn2)C[C@@H]1c1ccc(Cl)cc1	·	·	·	-0.7	-1	13	0	·
Cn1nc(N)c2ncc(C(Cl)(Cl)Cl)nc21	·	·	·	-0.8	27	17	1	·
